Lipid storage S3 = qHTS Assay for Lipid Storage Modulators in Drosophila S3 Cells; Drosophila S3 cells, BODIPY lipid droplet fluorescence, 18-24 h; cells fed with added oleic acid; Potency in µM for hits, for the others lipid storage change, negative = inhibition, % at the top dose, mostly 46.1 µM; 320,000 tested, 0.64% active; AID 2685; active means well fitted inhibition curve with a large enough effect in the signal ratio, with a control signal flat, not every such curve was filed as active; inconclusive means small, poorly fitted or top-dose-only effect, or effect the other way, or a change in a side signal; the % refers to the signal ratio
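Laser-scanning cytometry quantifies lipid droplet accumulation (500–530 nm total intensity; droplet/cell object ratio) in oleic acid-fed (400 uM added) Drosophila S3 cells treated with a concentration series. 20 uM Triacsin C defined 100% inhibition.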
Lipid storage S3 cell count max = recorded beside Lipid storage S3, whose call it bears; cell number change, %; measured here: cell count max response;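 cells counted by Cell Tracker Red CMTPX staining in the red channel; peak over a dose series mostly up to 46.1 µM; percent activity relative to internal control wells on each plate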
Starred values were filed as active, the others as inactive; i = inactive; ? = inconclusive; . = not tested or not shown. On the % scale 0 is the no-effect control and ±100 the full control effect; potency means the concentration at half of the fitted maximal effect. These rows are one share of the data; the hit share may differ from the screen's.

Structure,Lipid storage S3,Lipid storage S3 cell count max
COc1ccc(C2c3c(ccc4ccccc34)Oc3ncn4nc(CO/N=C/c5ccccc5)nc4c32)cc1 (configuration not stated),?,.
CCOc1ccc(C2C(C(=O)c3ccco3)=C(O)C(=O)N2CCCn2ccnc2)cc1OC (configuration not stated),?,.
COc1cc(/C=C/C(=O)O)cc(S(=O)(=O)NCc2ccco2)c1OC,-4%,14
CC(=O)Nc1c2c(nn1-c1ccc(C)cc1)CS(=O)(=O)C2,1%,18
COc1ccc(CCNC(=O)c2c([S-])n(-c3ccc(C)cc3)c3cccc[n+]23)cc1,16%,17
COc1ccc(C(O)CNc2ccc(C)cc2)cc1 (configuration not stated),12%,-17
S=c1[nH]cc(Cc2ccccc2)s1,1%,1
O=C(O)CC1(CC(=O)Nc2ccc3sccc3c2)CCCCC1,-10%,16
Cc1cccc(Cn2ccc(NC(=O)c3ccc4c(c3)OCO4)n2)c1,-1%,1
COc1ccc([N+](=O)[O-])cc1NC(=O)CSCc1cc(C)cc(C)c1,11%,11
CCc1ccccc1N(CC)C(=O)C1CCN(c2ncnc3c2nc2n3CCCCC2)CC1,?,.
Cc1cc(NC(=O)Cc2cn3ccsc3n2)n(-c2ccccc2)n1,?,.
CCCCN1C(=O)C(=O)N(CC(=O)Nc2ccccc2C(=O)OCC)C1=O,?,.
C[n+]1cc(-c2ccccc2)oc1-c1ccccc1,i,4
O=C1c2cccc3cccc(c23)C(=O)N1CC1CCCO1 (configuration not stated),?,.
CC1(C)Cc2c(sc(NC(=O)C(=O)NCC3CCCO3)c2C(=O)O)CO1 (configuration not stated),?,.
CC(C)(C)N1C(=O)c2ccc(C(=O)NCc3ccco3)cc2C1=O,i,.
COc1ccc2c(c1)C(C)=CC(C)(C)N2S(=O)(=O)c1ccc(C)cc1,9%,6
CCOC(=O)NC(=O)CSc1cc(C)c2cc(C)cc(C)c2n1,4%,-6
COCCCNc1nc2c(-c3ccc(Cl)cc3)nnn2c2ccccc12,?,.
COc1ccc(S(=O)(=O)N2CCN(C(=S)NC3CCCCC3)CC2)cc1,-2%,13
CCC1=C(OC(=O)N(CC)CC)N2C(=O)OC(=NCc3ccccc3)[C@]2(C)[C@H]2C1=CC[C@H]1C(=O)N(CC)C(=O)[C@H]12,-2%,9
O=C(CSc1nc2ccccc2n1CC(=O)N1CCCCC1)N1CCCCC1,i,13
CC(=O)N=c1c(C#N)cc2c(=O)n3ccccc3nc2n1CCCOC(C)C,7%,2
COc1ccc(OC)c(CNC(=O)C2CCCN(S(=O)(=O)N3CCC(C)CC3)C2)c1 (configuration not stated),i,3
COc1ccc(C(=O)OCC(=O)NC(=O)NCc2ccccc2)cc1[N+](=O)[O-],?,.
COc1ccc(CC(=O)Nc2nc(-c3ccc(OC)c(OC)c3)cs2)cc1OC,-1%,-8
Cc1ccc2nc(-c3ccncc3)[nH]c2c1,?,.
Cc1sc2nc(CSC(C)C(=O)NC3(C#N)CCCCC3)[nH]c(=O)c2c1C (configuration not stated),?,.
CC(=O)c1ccc(NC(=O)CCC(=O)OCC(F)(F)C(F)F)cc1,-7%,1
O=C(Nc1nc(-c2cccs2)cs1)c1ccco1,?,.
Cc1cc(S(=O)(=O)Nc2ccc(C(=O)N3CC(C)OC(C)C3)cc2)ccc1F (configuration not stated),i,10
COC(=O)Cc1c(C)c2cc(Cl)c(OC(=O)c3ccco3)cc2oc1=O,2%,2
O=C(c1ccc(Cl)cc1)C1CCCN(Cc2cnn(-c3ccccc3)c2)C1 (configuration not stated),-12%,.
COCCC1CCCCN1C(=O)c1cccc(OC2CCN(C3CCCC3)CC2)c1 (configuration not stated),2%,19
Cc1ccc(N/C(N)=N/c2nc(C(F)(F)F)cc(C(F)(F)F)n2)cc1,9%,6
O=C(CN1CCCCC1)NC(=O)NC1CCCC1,?,.
Cc1ccccc1Cn1nc(C)c(NC(=O)C2c3ccccc3Oc3ccccc32)c1C,?,.
CCOc1cc(S(=O)(=O)n2nc(C)cc2C)ccc1Br,12%,-2
CCCCCOc1ccc(C(=O)OC(C)C(=O)NCc2ccco2)cc1 (configuration not stated),?,.
Cc1ccnc(NS(=O)(=O)c2ccc(NS(=O)(=O)c3cccs3)cc2)n1,6%,18
Cc1nc2cc(NC(=O)Nc3cccc4ccccc34)ccc2n1C,-8%,20
CC(C)=CC(=O)Nc1ccc(S(=O)(=O)Nc2ccccn2)cc1,i,.
Cc1cccc(C(=O)NCC(=O)N2CCC2)c1,?,.
Cc1ccc(S(=O)(=O)Nc2ccccc2CNC2CCCCC2)cc1,?,.
Cc1cc(S(=O)(=O)NCCN(C)C)c(C)s1,?,.
CCn1nc(C)c(CN2CCC(n3nccc3NC(=O)c3ccc4c(c3)OCO4)CC2)c1C,?,.
Cc1ccc(-c2c[nH]c(=S)n2-c2ccccc2F)cc1,30%,.
CCN(c1ccc(OC)cc1)S(=O)(=O)c1nnc(NC(=O)c2ccco2)s1,?,.
COc1ccc(Nc2nc(Cl)nc(NCCO)n2)cc1,?,.
OCCn1c(CSc2nnc(-c3ccco3)n2-c2ccccc2)nc2ccc(Cl)cc21,i,.
S=C(NCc1cccnc1)Nc1ccc(Cl)cc1,6%,-12
C=C(C)CNC(=S)Nc1sc2c(c1C(=O)OCC)CC(C)(C)OC2,-14%,-9
CC(C)(Oc1ccc(Cl)cc1)C(=O)NCCCn1ccnc1,?,.
CCCCc1nc(SCC(=O)Nc2nnc(C(C)C)s2)n[nH]1,?,.
Cc1cc(NO)nc(-c2ccc(Br)cc2)n1,23%,-8
CC1CC(C)CN(CC(=O)c2cccs2)C1 (configuration not stated),?,.
COc1cc2cc(C(=O)N3CCN(c4ccccc4OC)CC3)[nH]c2cc1OC,i,.
O=C(c1ccccc1Sc1ccc([N+](=O)[O-])cc1)N1CCCCC1,-3%,10
C#CCOCCOCCOCCNc1nc(N2CCN(C(=O)[C@H]([C@@H](C)CC)n3cc([C@@H](N)CC(C)C)nn3)CC2)nc(N2CCN(C(=O)[C@H](Cc3cc4ccccc4[nH]3)n3cc([C@@H](N)C(C)CC)nn3)CC2)n1 (some centres not stated),?,.

Going on with the list.
Structure,Lipid storage S3,Lipid storage S3 cell count max
O=C(CSc1nnc(-c2ccccc2)c(-c2ccccc2)n1)N1CCc2ccccc21,i,.
COc1ccc(C)c(-n2c(=O)n(Cc3ccccc3)c(=O)c3[nH]cnc32)c1,6%,1
O=C1CNC(=O)/C(=C/c2ccco2)N1,?,.
CC(CCc1ccccc1)NC(=O)c1ccc(NC(=O)c2cccc(Br)c2)cc1 (configuration not stated),3%,5
C=CCNC(=O)c1cccc(Br)c1,?,.
CN1CCN(c2ccc(-c3cc(O)c4ncccc4c3)cc2)CC1,-11%,-18
COc1cc(C(=O)NCCC(=O)NC(C)CCc2ccccc2)cc(OC)c1OC (configuration not stated),?,.
O=C(Nc1ccccc1C(=O)O)c1cc(S(=O)(=O)N2CCCCC2)cs1,29%,17
CN(C)c1ccc(-c2nn3c(C4CCCCC4)nnc3s2)cc1,i,-26
Cc1ccc(-c2csc(NC(=O)c3cc([N+](=O)[O-])ccc3N3CCOCC3)n2)cc1,i,28
CN1C(=O)CSc2ccc(NC(=O)NCc3ccccc3)cc21,-1%,-12
CC(C)Nc1nnc(SCC(=O)Nc2sccc2C#N)s1,23%,11
Cc1cccc(C(=O)NC2CC3CCCC(C2)N3S(=O)(=O)c2ccccc2)c1 (configuration not stated),?,.
C=CCNC(=O)C(=O)Nc1cc2c3c(c1)CCC(=O)N3CCC2,i,10
CCOC(=O)C1=C(CN2CCOCC2)NC(=O)NC1c1cccc([N+](=O)[O-])c1 (configuration not stated),?,.
O=S(=O)(NCc1cccnc1)c1ccc(Cl)c2ccccc12,?,.
CC(=O)c1ccc(NC(=S)NCCCn2ccnc2)cc1,?,.
CN(Cc1ccccc1)S(=O)(=O)c1ccc(NC(=O)C2CCCO2)cc1 (configuration not stated),?,.
COc1ccc(CCC(=O)NCCNC(=O)CCc2ccc(OC)cc2)cc1,-17%,-12
Cc1[nH]c2ccccc2c1SCCNC(=O)c1ccc(Br)o1,?,.
COCCN=C1Sc2nc3ccc(C)cc3cc2CN1Cc1ccco1,i,.
Cc1onc(-c2ccccc2)c1NC(=O)Nc1ccc(OC(F)F)cc1,-6%,4
Cc1cc(-c2n[nH]c(=S)n2/N=C/c2ccco2)n[nH]1,?,.
COc1ccc(-n2c(COc3ccc(C)cc3)nnc2SCc2ccc(C#N)cc2)cc1,?,.
CCOC(=O)Cc1nnc(NC(=O)CSc2ncc(-c3ccccc3)nn2)s1,-5%,7
Cc1cc(C)c2nc(N3CCN(C)CC3)c(C#N)cc2c1,?,.
S=c1[nH]nc(CCSCc2ccccc2)n1-c1ccccc1,12%,-18
Cc1cccc(NC(=O)CN2C(=O)C(C)Oc3ccccc32)n1 (configuration not stated),5%,0
Cc1ccc(C(=O)c2cc([N+](=O)[O-])ccc2N2CCOCC2)cc1C,?,.
Cc1ccccc1NC(=O)Cc1nc(COC(=O)CCNS(=O)(=O)c2ccccc2)cs1,?,.
COc1ccccc1NC(=O)NC1(C(=O)NCC2CCCO2)CCCCC1 (configuration not stated),?,.
O=C1C=C(O)CC(c2ccc(Cl)c(Cl)c2)C1 (configuration not stated),i,.
COc1cc(NC(=O)CSc2nnc3ccc(-c4ccncc4)nn23)cc(OC)c1,?,.
C=CCNC(=O)NC(=O)COC(=O)/C=C/c1cccc([N+](=O)[O-])c1,?,.
Cc1cc(C(=O)Nc2cccc(/C=C/C(=O)O)c2)c(C)o1,?,.
COCC(=O)N(Cc1nc2ccccc2c(=O)[nH]1)Cc1cccs1,-1%,-29
CC(C)(O)CNC(=O)C(Cc1ccccc1)N1C(=O)c2ccccc2C1=O (configuration not stated),-8%,-13
COc1ccccc1C1CC(c2ccco2)=NN1S(C)(=O)=O (configuration not stated),15%,4
CNC(=S)NNc1ccccc1[N+](=O)[O-],?,.
O=C(c1ccc(F)cc1)n1ccc(-c2cnc(-c3ccccc3)s2)n1,?,.
Nc1cnc(CNc2ccccc2Cl)cn1,?,.
CN(C(=O)c1ccc(Br)o1)C1CCS(=O)(=O)C1 (configuration not stated),i,-11
CCCCCN(C(=O)CCC(=O)OCC(=O)c1ccc(CCC)cc1)c1c(N)n(CCCC)c(=O)[nH]c1=O,?,.
CC(C)(C)CNc1cc(N2CCCC2)ccc1[N+](=O)[O-],-2%,3
CC(=O)C(Cc1ccccc1)NC(=O)CN1c2cccc3cccc(c23)S1(=O)=O (configuration not stated),7%,-1
NC(=O)COc1ccc(NC(=O)CC23CC4CC(CC(C4)C2)C3)cc1,12%,-15
O=C(Oc1ccc(=O)n(-c2ccccc2)n1)c1ccc(Cl)cc1,-12%,-3
C[C@@H]1CC2[C@@H]3CC[C@H]4CC(=O)CC[C@]4(C)C3=CC[C@]2(C)[C@@]1(O)C(=O)CO (some centres not stated),4%,4
CCN1C(=O)[C@@H]2[C@@H](c3ccc(-c4ccc5c(c4)OCO5)c(OC)c3)N3CCC[C@@]3(C(=O)OC)[C@@H]2C1=O,5%,-2
COc1ccc(N=C2NN=C(c3c(C)[nH]c4ccccc34)CS2)cc1,?,.
CC(=O)C1C(c2ccc([N+](=O)[O-])cc2)c2c(noc2C)CC1(C)O (configuration not stated),?,.
O=C(N/N=C/c1c(Cl)[nH]c2ccccc12)c1sc2ccccc2c1Cl,-7%,-5
C/C(=N/N=C(/C)c1cccs1)c1cccs1,?,.
